High-throughput results deposited in PubChem by PCMD.
Yeast tox: Inhibitors of S. cerevisiae growth, toxicity; S. cerevisiae wild-type growth, A595 turbidity, 16 h; 30,000 tested, 0.3% active; growth inhibition, % at 25 µM (by protocol);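 active = mutant and wild-type yeast strains alike exhibit over 30% growth inhibition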;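 also: 0% = untreated cell controls and 100% = YPD media blanks without cells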
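Test system: Wild-type and eIF2Bepsilon-R284H mutant S. cerevisiae, screened separately | Dosing: Single 25 µM compound dose in 0.2% DMSO | Schedule: 16 h compound exposure during growth at 30 °C | Detection: A595 turbidity | Evaluation: Growth inhibition (%) versus cell controls and blanks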
eIF2B yeast act: modulators of yeast eIF2B activity; 27,000 tested, 0.91% active; S. cerevisiae eIF2B-epsilon R284H, GCN4-lacZ luminescence; AID 688; inhibition, % at 25 µM (by protocol);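 active = mutant luminescence inhibited past about 50% while wild type luminescence and mutant growth stay under set limits, limit read from the data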; also: some compounds called inactive have numbers as strong as hits
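Material: yeast eIF2B-epsilon R284H mutant carrying GCN4–beta-galactosidase fusion. Medium: YPD yeast growth medium. Incubation: 16 h growth with compound at 30 °C, 90 min Beta-Glo step. Signal: Beta-Glo luminescence plus absorbance at 595 nm. Evaluation: % inhibition of reporter signal and growth versus controls. Doses: 25 µM single dose.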
Yeast tox inhibition %: further read-out of Yeast tox, marked with its call; growth inhibition, %; S. cerevisiae eIF2Bepsilon-R284H mutant growth, A595 turbidity, 16 h;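 each compound tested once at 25 µM; 0% equals untreated cells and 100% equals cell-free medium blanks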
eIF2B yeast act mutant toxicity: recorded beside eIF2B yeast act, whose call it bears; growth inhibition, %; measured here: mutant yeast growth, toxicity;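 each compound tested once at 25 µM; zero equals untreated control growth and 100 equals blank medium absorbance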
Active calls of the source: *; . = no result given. Only part of the results is shown. The share of hits here may be higher or lower than overall.

entry	compound	Yeast tox	Yeast tox inhibition %
1	O=C(NC1CCCCC1)N1CCCCCC1	4	14
2	CC1CC(c2ccccc2)n2nc(NC(=O)CCc3ccccc3)nc2N1 (centres undefined)	-8	11
3	CCOCCCNC(=O)C1CCN(c2cc(C)nc3c(-c4ccc(OC)c(OC)c4)c(C)nn23)CC1	-12	-3
4	CCOc1ccc2[nH]c(S(=O)(=O)CC)nc2c1Cl	6	-17
5	CCCC(=O)N1c2ccccc2C(=C2SC(C(=O)OC)=C(C(=O)OC)S2)C(=S)C1(C)C	-15	-29
6	CCCOc1cc(C)nc(-c2ccccc2O)n1	-28	0
7	O=C(Nc1nccs1)c1cc(S(=O)(=O)N2CCCCC2)ccc1Cl	9	7
8	CCS(=O)(=O)N1CCC(C(=O)NCc2cccnc2)CC1	-1	20
9	CC1=C(C(=O)OCC2CCCO2)C(c2ccccc2Cl)NC(=O)N1 (centres undefined)	0	12
10	CC1Cc2cc(-c3csc(NC(=O)Cc4ccccc4)n3)ccc2N1S(C)(=O)=O (centres undefined)	5	12

entry	eIF2B yeast act	eIF2B yeast act mutant toxicity
1	9	14
2	26	11
3	63*	.
4	40	-17
5	48	-29
6	19	.
7	22	7
8	-2	20
9	13	12
10	31	12

Structural class: the entries above with a halogen.
entry	compound	Yeast tox	Yeast tox inhibition %
4	CCOc1ccc2[nH]c(S(=O)(=O)CC)nc2c1Cl	6	-17
7	O=C(Nc1nccs1)c1cc(S(=O)(=O)N2CCCCC2)ccc1Cl	9	7
9	CC1=C(C(=O)OCC2CCCO2)C(c2ccccc2Cl)NC(=O)N1 (centres undefined)	0	12

entry	eIF2B yeast act	eIF2B yeast act mutant toxicity
4	40	-17
7	22	7
9	13	12

The listing picks up, repeating the two entries before the break.
entry	compound	Yeast tox	Yeast tox inhibition %
9	CC1=C(C(=O)OCC2CCCO2)C(c2ccccc2Cl)NC(=O)N1 (centres undefined)	0	12
10	CC1Cc2cc(-c3csc(NC(=O)Cc4ccccc4)n3)ccc2N1S(C)(=O)=O (centres undefined)	5	12
11	COC(=O)c1ccc(NC(=O)CN(c2ccc(C)cc2)S(=O)(=O)c2c(C)n[nH]c2C)cc1	24	0
12	O=C(CN1CCN(c2ccccn2)CC1)NC(=O)NC1CCCCC1	2	-14
13	O=C1CC(c2cccs2)CC(O)=C1C=NCCN1CCNCC1 (centres undefined)	-12	-3
14	O=c1c(-c2ccccc2)c(O)nc2ccccn12	-1	-11
15	Cn1ncc2nc[nH]c(=O)c21	-1	14
16	CCc1nc(SCC(=O)Nc2c(C)nn(C)c2C)c2cnn(-c3ccccc3)c2n1	16	-14
17	CCC(CC)C(=O)Nc1c(C)n(C)n(-c2ccccc2)c1=O	19	20
18	Cc1ccc(NC(=O)CC2SC(=O)N(c3ccccc3)C2=O)cc1 (centres undefined)	4	-2
19	Cn1c(SCC(=O)Nc2cccc(O)c2)nnc1-c1ccc(S(=O)(=O)N2CCOCC2)cc1	17	5
20	CN(C(=O)c1ccc(=O)[nH]c1)C1(C(=O)NC2CCCCC2)CCCCC1	-1	12

entry	eIF2B yeast act	eIF2B yeast act mutant toxicity
9	13	12
10	31	12
11	28	.
12	19	-14
13	29	-3
14	-2	-11
15	14	14
16	-15	-14
17	.	.
18	4	-2
19	22	5
20	19	12

Additional results follow:
entry	compound	Yeast tox	Yeast tox inhibition %
21	CC(=O)OCCN1C(=O)c2cccnc2C1=O	14	17
22	Cc1ccc(S(=O)(=O)n2nc(OC(=O)c3ccco3)cc2N)cc1	-28	-30
23	CS(=O)(=O)N(CC(=O)NCCSC1CCCCC1)c1ccc2c(c1)OCO2	11	-4
24	O=C(COC(=O)C1CCCCC1)Nc1ccc(N2CCCCC2)cc1	-1	3
25	CC(=O)Oc1cccc(N2C(=O)C3C4C=CC(C4)C3C2=O)c1 (centres undefined)	21	2
26	Cc1nc(NC2=NCN(Cc3cccnc3)CN2)nc2c(C)cccc12	7	0
27	Cc1cccc(NC(=O)Cn2c(C)c(C#N)c3ccccc32)c1C	3	-14
28	Cn1c(=O)c2c(nc(CN3CCN(C(c4ccccc4)c4ccccc4)CC3)n2CC(N)=O)n(C)c1=O	13	0
29	COc1ccccc1NC(=O)N1CCCC1C(=O)NCc1ccc2c(c1)OCO2 (centres undefined)	5	-5
30	COc1ccc(-c2n[nH]c(C)c2-c2ccc(OC)c(OC)c2)c(O)c1	4	3

entry	eIF2B yeast act	eIF2B yeast act mutant toxicity
21	-60	17
22	39	-30
23	13	-4
24	20	3
25	6	2
26	21	.
27	15	-14
28	-5	.
29	-43	-5
30	22	3

Other structures.
entry	compound	Yeast tox	Yeast tox inhibition %
31	Nc1c(S(=O)(=O)c2cccc(Cl)c2)c2nc3ccccc3nc2n1/N=C/c1ccc(O)c(O)c1	.	.
32	O=C(NCCO)c1ccc2nc(-c3ccco3)c(-c3ccco3)nc2c1	26	6
33	COC(=O)Cn1ncn2c(cc3oc(C)cc32)c1=O	18	11
34	CCOC(OCC)P(=O)(c1ccccc1)c1ccccc1	2	-16
35	CC(C)N(Cc1nc(-c2ccccc2)no1)C(=O)CN1C(=O)c2ccccc2C1=O	.	.
36	COCc1cc(=O)[nH]c(/N=C(\N)Nc2ccccc2C)n1	-5	-20
37	CC(C)NC(=O)CN1C(=O)C(=O)c2ccccc21	12	2
38	Cc1ccc(Cn2nnc3c(=O)n(CC(=O)OCc4ccccc4)cnc32)cc1	22	4
39	COc1ccc2c(c1)c(=O)oc1cc(OCC(=O)N3CCc4ccccc4C3)ccc12	-16	-10
40	O=C(Nc1ccccc1)c1ccc(NC2CCCCC2)c(S(=O)(=O)N2CCOCC2)c1	16	10

entry	eIF2B yeast act	eIF2B yeast act mutant toxicity
31	38	.
32	.	.
33	12	11
34	8	-16
35	-64	.
36	9	-20
37	-29	2
38	14	4
39	.	.
40	19	10

(listing goes on)
entry	compound	Yeast tox	Yeast tox inhibition %
41	COc1ccc(/C=N/Nc2nonc2N)cc1OC	-4	-3
42	Cc1cccc(NC(=O)Nc2ccc(C)c(C)c2)n1	9	8
43	COc1ccc(Oc2ncnc3c2ncn3Cc2ccccc2)cc1	3	-9
44	CCN(CC)CCCN1C(=O)C(O)=C(C(=O)c2cccs2)C1c1ccccn1 (centres undefined)	-3	-5
45	C=CCOc1ccc(/C(O)=C2\C(=O)C(=O)N(CCN(C)C)C2c2cccs2)cc1 (centres undefined)	-4	-10
46	CC1CCN(S(=O)(=O)c2cccc(-c3cn4cc(Cl)ccc4n3)c2)CC1	5	-15
47	O=C(Nc1ccc(C(=O)N2CCCCC2)cc1)C1CCCCC1	-48	10
48	CCOC(=O)c1cc2sccc2n1CC(=O)N1c2ccccc2CC1C (centres undefined)	-2	-38
49	CC(=O)c1ccc(OC(C)C)c(CSc2nc(O)cc(=O)[nH]2)c1	18	-27
50	COCc1nnc(NS(=O)(=O)c2ccc([N+](=O)[O-])cc2)s1	-5	14

entry	eIF2B yeast act	eIF2B yeast act mutant toxicity
41	23	-3
42	18	8
43	17	-9
44	-5	-5
45	8	-10
46	27	-15
47	-10	10
48	12	-38
49	-1	-27
50	21	14

The list goes on.
entry	compound	Yeast tox	Yeast tox inhibition %
51	Cc1ccc2c(c1)c1c(n2CC2COC(C)(C)O2)C(=O)CCC1 (centres undefined)	-5	-9
52	C=C(C)CSc1nnc([C@@H]2CCCN2C(=O)OC(C)(C)C)o1	1	14
53	CC(C)(C)c1csc(NC(=O)c2ccc(Cl)s2)n1	2	14
54	O=C(Nc1ccc(-c2nc3ccccc3o2)cc1)C1CCCO1 (centres undefined)	6	23
55	O=C(O)C1C2C=CC(O2)C1C(=O)NCCC1=CCCCC1 (centres undefined)	-5	-6
56	Cc1cccc2c1N(CCCOc1ccccc1)C(=O)C2=O	-21	-25
57	Cc1ccc(O)c(C(=O)c2cnc3c(c2)CN(CCC(C)C)C(=O)N3)c1	-6	-14
58	COc1ccc(CCNC(=O)CSc2nnc(Cn3c(=O)sc4ccccc43)n2C)cc1OC	35	-11
59	COc1ccccc1OCCn1c(=O)sc2ccccc21	22	0
60	Cc1ccc(C2C(C(=O)c3ccco3)=C(O)C(=O)N2c2nnc(C)s2)cc1 (centres undefined)	-11	-9

entry	eIF2B yeast act	eIF2B yeast act mutant toxicity
51	30	-9
52	14	14
53	13	14
54	50	23
55	.	.
56	28	-25
57	-16	-14
58	-40	-11
59	-15	.
60	-2	-9

The results go on:
entry	compound	Yeast tox	Yeast tox inhibition %
61	COC(=O)C1C(O)=C(C(C)=N)C(=O)CC1(C)C (centres undefined)	-2	0
62	CCc1cc(C=NC2CCCCC2)c(O)s1	13	3
63	Cc1ccc2occ(C(=O)c3ccco3)c(=O)c2c1	20	-18
64	CCOC(=O)c1oc2cccc(OCC(O)CNC(C)C)c2c1C (centres undefined)	7	16
65	COC(=O)C1=C(C)N(CCc2ccc(OC)c(OC)c2)C(=O)C1	11	11
66	O=C(Nc1cccnc1)c1cc(-c2ccco2)on1	-9	-29
67	Cc1ccc(S(=O)(=O)CCC(=O)Nc2nccs2)cc1	9	13
68	Cc1ccccc1NC(=S)N(C)C1(c2ccccc2Cl)CCCCC1=O (centres undefined)	3	-22
69	COC(=O)C(C)Sc1nc2c([nH]c3ccccc32)c(=O)n1C (centres undefined)	-10	-14
70	Cc1[nH]nc2c1C1(CCN(Cc3ccccc3)CC1)C(C#N)=C(N)O2	13	0

entry	eIF2B yeast act	eIF2B yeast act mutant toxicity
61	31	.
62	23	3
63	28	-18
64	12	16
65	11	11
66	44	-29
67	.	.
68	8	-22
69	22	-14
70	-2	.

Next part.
entry	compound	Yeast tox	Yeast tox inhibition %
71	CCCOc1ccccc1C(=O)NC(CO)C(=O)O (centres undefined)	2	15
72	CCC(C)n1c(SC(C)C#N)nc2ccccc2c1=O (centres undefined)	8	9
73	O=C(CSc1nnnn1-c1cccc2c1CCCC2)NC1CCCC1	4	11
74	Cc1cc(NC(=O)c2cc(-c3cccnc3)nc3c(C)c(C)ccc23)no1	-16	4
75	COc1cc2c(C(=O)NCc3ccc(C)o3)cn(CC(C)C)c(=O)c2cc1OC	2	17
76	COC(=O)c1ccc(NC(=O)Cn2nc(SC)n(N)c2=S)cc1	-24	-15
77	Cc1sc2ncnc(N(C)Cc3ccco3)c2c1C	2	-10
78	Cc1ccc(C2CC(=O)Nc3cc4c(cc32)OCO4)o1 (centres undefined)	22	8
79	CCS(=O)(=O)N1CCC(C(=O)NC2CCCCC2)CC1	3	12
80	C=CCc1cccc(CNc2nc3ccccc3n2CC)c1O	.	.

entry	eIF2B yeast act	eIF2B yeast act mutant toxicity
71	.	.
72	15	9
73	.	.
74	26	4
75	-15	17
76	7	-15
77	26	-10
78	.	.
79	21	12
80	37	.

(next part)
entry	compound	Yeast tox	Yeast tox inhibition %
81	CCOC(=O)c1c(C2CC2)csc1NC(C)=O	.	.
82	Oc1ccccc1-c1cc(C(F)(F)F)[nH]n1	4	-9
83	CC(C)Cc1nc2oc3c(N4CCN(CCO)CC4)ncnc3c2c2c1CCCC2	27	19
84	CC(C)Cn1c(NCCO)nc2ccccc21	7	10
85	CCN(CC)CCCNC(=O)c1nn(-c2ccc(OC)cc2OC)c(=O)c2ccccc12	-4	-7
86	Cc1cnc(C(=O)OCC(=O)Nc2cc(Cl)cc(Cl)c2)cn1	6	-19
87	COc1cccc(OCCOCCNCCO)c1	8	6
88	COc1ccccc1C1C2=C(N=C3SCC(=O)N31)c1ccccc1CC2 (centres undefined)	-14	-33
89	COc1ccc(C2C(C(=O)c3sc(C)nc3C)=C(O)C(=O)N2CCCn2ccnc2)cc1OC (centres undefined)	29	-5
90	CCN1c2ccccc2-c2nc3ccccc3n2C1c1ccccn1 (centres undefined)	-3	-18

entry	eIF2B yeast act	eIF2B yeast act mutant toxicity
81	-57	.
82	13	-9
83	10	19
84	.	.
85	11	-7
86	28	-19
87	28	6
88	4	-33
89	6	-5
90	-9	-18

Further structures
entry	compound	Yeast tox	Yeast tox inhibition %
91	C1CCN(c2c3c(nc4nnnn24)CCCC3)CC1	3	-5
92	COCc1cc(C)nc(N)c1C#N	18	-9
93	Cc1cc(N2C3CCC2CC(O)(c2ccc(F)cc2)C3)nc(-c2ccccc2)n1 (centres undefined)	-8	-5
94	CCN1C(=O)CC(N2CCC(Nc3ccc(F)cc3)CC2)C1=O (centres undefined)	12	21
95	CCC1(C)Cc2c(sc3c2c(=O)n(C)c2nnc(SCc4ccc5c(c4)OCO5)n32)CO1 (centres undefined)	-22	0
96	CCNc1nc(C)cc(COC)c1C#N	14	26
97	CCC(C)(C)NC(=O)Cc1ccc(C)cc1	3	-2
98	CC1=CCC2C(=O)N(C(C)c3ccccc3)C(=O)C2C1 (centres undefined)	16	6
99	CCOc1ccc(CC(=O)OCN2C(=O)c3ccccc3C2=O)cc1	32	-14
100	CC(Sc1nc(-c2ccccc2)nc2c1COC(C)(C)C2)C(=O)N1CCOCC1 (centres undefined)	11	-20

entry	eIF2B yeast act	eIF2B yeast act mutant toxicity
91	2	-5
92	21	-9
93	5	-5
94	-14	21
95	-1	.
96	18	26
97	17	-2
98	19	6
99	2	-14
100	6	-20
